Bioassay records (PubChem BioAssay)
C-LANA FP: KSHV C-LANA DNA binding inhibition; MBP-C-LANA/FAM-LBS DNA binding, fluorescence polarization; AID 504423; inhibition, % at 9 µM; hit rate 0.078% among 340,000;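 active means highest replicate inhibition at or above 60% at 9 µM, even if other replicates fall short; inactive means all replicates below 60% inhibition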;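 further: 0% = neutral control wells and 100% = 4 µM acridine orange control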
CAL-PDZ inh HTS: CAL PDZ (human) peptide binding inhibition; Q9HD26; purified CAL PDZ, TMR-peptide fluorescence polarization, 1 h; inhibition, % at 24.9 µM; hit rate 0.92% among 300,000; AID 602252;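 active means mean inhibition of at least 30% with at least half of replicates also reaching 30%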;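 further: 0% = DMSO neutral control and 100% = excess unlabeled competitor peptide PRC23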
cardiac RTF act: cardiac RTF calcium sensitization; activation, % at 7.2 µM; hit rate 0.24% among 340,000; IANBD-labeled TnC RTF fluorescence at EC20 calcium; 0% EC20 calcium, 100% full calcium; P19429+P45379;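 active means activation above the mean over all tested compounds plus 3 SD, cut at about 30% in these data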;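 further: rise in fluorescence read as greater calcium sensitivity of cardiac thin filaments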
V-ATPase pHluor: regulators of yeast V-ATPase proton transport. S. cerevisiae, pHLuorin cytosolic pH fluorescence. response, % at 10 µM. hit rate 0.37% among 350,000. AID 504577; in the data active means response mostly above about 7.3%, no sharp cut-off; inactive means mostly below about 5.4%; further: actives read high; inactives centre near 0; some compounds called inactive have numbers as strong as hits; reference of the scale not given here
MOR-DOR ag: OPRM1-OPRD1 heterodimerization agonism. cells, luminescence. activation, % at 9.3 µM. hit rate 0.3% among 340,000. AID 504326; in the data active means activation above about 18%;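 further: 0% = vehicle-treated cells and 100% = reference agonist; values of inactives mirror those of a sister screen read the other way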
OPRM1-OPRD1 inv: inverse agonist of human OPRM1-OPRD1 heterodimerization; P35372+P41143; cell-based MOR-DOR heterodimer luminescence, inverse agonism; inhibition, % at 9.3 µM; hit rate 0.21% among 340,000; in the data active means inhibition above about 22%, passing the limit was not always enough;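 further: 0% = cells with DMSO and 100% = wells without cells with DMSO; values of inactives mirror those of a sister screen read the other way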
RTF Ca sens inh: cardiac RTF calcium desensitization; P19429+P45379; IANBD-labeled cardiac RTF, Ca2+ fluorescence; inhibition, % at 7.15 µM; hit rate 0.12% among 340,000;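 active means inhibition above the mean inhibition of all tested compounds plus 3 SD, cut at about 17% in these data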;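 further: assay run at fixed EC70 calcium of 1.6 mM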
Keap1-Nrf2 PPI: disrupts human Keap1 binding to Nrf2 peptide; Q14145; Keap1 Kelch-Nrf2 peptide fluorescence polarization, 1536-well; inhibition, % at 9.4 µM; hit rate 0.15% among 340,000; in the data active means inhibition above about 12%;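 further: human Keap1 Kelch domain with fluorescein labeled Nrf2 9mer peptide probe; 0% = neutral control wells and 100% = peptide positive control; higher means more block of Keap1 binding to Nrf2 peptide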
Target sequence (Q14145 whole entry, looked up, the tested form may be a part): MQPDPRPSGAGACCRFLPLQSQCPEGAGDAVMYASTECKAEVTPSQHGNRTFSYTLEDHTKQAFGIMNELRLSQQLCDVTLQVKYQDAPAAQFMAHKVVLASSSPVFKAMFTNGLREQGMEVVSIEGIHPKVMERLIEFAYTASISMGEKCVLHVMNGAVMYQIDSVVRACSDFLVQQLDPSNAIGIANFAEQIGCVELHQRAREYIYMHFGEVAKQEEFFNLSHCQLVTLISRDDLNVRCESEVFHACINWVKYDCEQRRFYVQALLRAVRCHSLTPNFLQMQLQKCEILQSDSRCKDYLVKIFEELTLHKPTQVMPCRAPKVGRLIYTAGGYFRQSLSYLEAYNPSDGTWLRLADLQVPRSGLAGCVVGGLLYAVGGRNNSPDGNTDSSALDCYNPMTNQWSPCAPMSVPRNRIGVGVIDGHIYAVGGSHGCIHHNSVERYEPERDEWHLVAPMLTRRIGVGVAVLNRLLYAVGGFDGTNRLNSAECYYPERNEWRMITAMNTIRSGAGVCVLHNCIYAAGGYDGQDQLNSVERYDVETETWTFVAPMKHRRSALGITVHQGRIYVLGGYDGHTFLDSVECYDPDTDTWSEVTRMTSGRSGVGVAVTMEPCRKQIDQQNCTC
HTR5A ag: counter-screen for OPRM1-OPRD1 agonists: human HTR5A agonism | P47898 | HTR5A agonist assay, luminescence, cell-based | activation, % at 9.3 µM | hit rate 0.61% among 340,000 | AID 504692; in the data active means activation mostly above about 9.5%, no sharp cut-off; inactive means mostly below about 7.6%;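 further: 0% = cells with vehicle only and 100% = reference agonist; strong numbers were not always called active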
Target sequence (P47898 whole entry, looked up): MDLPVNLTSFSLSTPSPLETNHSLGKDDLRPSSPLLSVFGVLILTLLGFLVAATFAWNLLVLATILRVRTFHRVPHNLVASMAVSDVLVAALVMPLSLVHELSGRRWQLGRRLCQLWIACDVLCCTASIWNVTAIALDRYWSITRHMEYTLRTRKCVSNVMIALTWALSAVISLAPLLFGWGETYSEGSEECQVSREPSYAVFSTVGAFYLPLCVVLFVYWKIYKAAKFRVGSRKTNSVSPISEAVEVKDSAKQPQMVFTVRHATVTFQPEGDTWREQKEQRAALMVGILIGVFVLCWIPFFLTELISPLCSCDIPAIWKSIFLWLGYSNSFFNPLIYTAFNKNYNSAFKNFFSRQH
HTR5A inv ctr: HTR5A inverse agonism, opioid heterodimer counter-screen | P47898 | HTR5A cell line, luminescence | inhibition, % at 9.3 µM | hit rate 0.083% among 340,000; in the data active means inhibition mostly above about 23%, no sharp cut-off; inactive means mostly below about 18%;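 further: 0% = cells with DMSO and 100% = no-cell wells with DMSO; some compounds called inactive have numbers as strong as hits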
* marks the source's active call; other numbers are inactive results; nt = no result given.

SMILES	C-LANA FP	CAL-PDZ inh HTS	cardiac RTF act	V-ATPase pHluor	MOR-DOR ag	OPRM1-OPRD1 inv	RTF Ca sens inh	Keap1-Nrf2 PPI	HTR5A ag	HTR5A inv ctr
CN(C)CC(=O)c1ccc(-c2ccccc2)cc1	1.1	-1	-7	-4	-6.1	34*	-13	-5	-1	0
O=C(CSc1ccccc1)N1CCCC(Nc2ccccc2)C1 (stereo unspecified)	-0.4	61*	-2	-3	-2.0	10	-7	0	2	18
CCOC(=O)c1sc(N)c(C(=O)Nc2ccccc2)c1C	3.0	1	1	-4	1.6	-8	1	-10	5	-14
COc1ccc(-c2cc(C(=O)Nc3cccc(O)c3)no2)cc1	3.8	-6	-4	-2	3.4	-15	-8	-3	1	-2
O=C(CCc1nc2ccccc2c(=O)[nH]1)Nc1cccc(S(=O)(=O)N2CCOCC2)c1	2.3	6	-2	5	-1.1	8	3	-5	-3	9
O=C(Nc1ccnn1C1CCN(Cc2ccccc2F)CC1)C1CCCC1	0.9	-1	-3	-2	-2.1	7	3	8	6	9
C=CCN1c2ccccc2[C@]23C[C@@H](C(=O)OC)N(C(=O)c4ccco4)C2=NC(C(=O)OC)=C(C(=O)OC)[C@H]13	-1.6	-2	0	1	-2.6	15	-6	5	0	-10
COc1ccc(CNc2nccs2)cc1	-1.8	3	-4	4	-1.0	5	1	-1	-2	9
Cc1ccc(NC(=O)c2ccc(Cl)c(S(=O)(=O)Nc3c(C)n(C)n(-c4ccccc4)c3=O)c2)cc1Cl	0.0	-3	-23	3	-1.2	8	-2	-3	-2	-8
NCCCCC(N)c1cn([C@@H](CCC(=O)O)C(=O)N2CCNCC2)nn1 (stereo partly specified)	1.4	-2	-2	1	-2.7	15	7	-5	-1	-26
COc1cc(/C=C(\C#N)C(=O)NCC2CCCO2)ccc1O (stereo unspecified)	-0.2	-1	-1	2	-1.9	10	-8	3	3	-10
COc1ccc(C(=O)NCC(=O)OCC(=O)c2ccc3c(c2)OCCO3)cc1	0.1	-5	-3	-3	-1.4	7	-3	-3	1	-2
CC1CCCc2sc3ncn(N)c(=N)c3c21 (stereo unspecified)	-1.3	11	7	5	2.1	-10	2	1	-1	-6
Nc1nc2ccccc2n1CCN1CCCC1	-1.0	-5	2	8	nt	nt	-8	-3	nt	nt
CCOC(=O)c1ccc2nc3c(cc2c1)CCS3	0.7	nt	4	2	1.6	-9	-6	-8	6	-38
O=C(O)c1ccc(CSc2nnnn2-c2ccc(F)cc2)cc1	1.6	-3	1	-5	-2.9	17	-6	-2	4	-17
CCOCCn1c(CCCO)nc2ccccc21	0.2	-4	8	-4	-1.7	10	-6	3	1	-17
Cc1ccc(C(=O)Cn2nc(C)c([N+](=O)[O-])c2C)c(C)c1	-1.0	-4	-8	-5	-3.3	15	4	10	4	-11
Cn1nnnc1SCC(=O)N1CCN(S(=O)(=O)c2ccccc2)CC1	-0.1	nt	6	2	-1.2	7	1	-2	6	-3
Cc1oncc1C(=O)N1CCCC(CO)(Cc2ccc(F)cc2F)C1 (stereo unspecified)	-1.2	0	3	0	-2.5	13	-9	1	3	-4
C=CCn1c(N)c(C(=O)NC2CCCCC2)sc1=S	-0.2	-4	2	-1	-0.6	3	-4	-1	-1	2
CCCC(=O)Nc1ccc(C(=O)NN=C(C2CC2)C2CC2)cc1	-0.7	5	-1	-1	-2.2	12	-14	-5	5	23
COCCCN1C(=O)C(=O)/C(=C(/O)c2ccc(S(=O)(=O)N3CCOCC3)cc2)C1c1ccc(C(C)C)cc1 (stereo unspecified)	-1.6	-7	0	-3	-3.2	17	-12	-4	4	19
Nc1ccc2nn(-c3ccccc3)nc2c1	0.7	-1	6	-1	10	-51	2	-1	12*	-31
CC(C)c1ccc(NC(=O)NN2CCOCC2)cc1	-1.5	0	1	0	-2.7	14	1	-3	1	9

Shown with values under each structure: entries from further up.
Order of results – C-LANA FP | CAL-PDZ inh HTS | cardiac RTF act | V-ATPase pHluor | MOR-DOR ag | OPRM1-OPRD1 inv | RTF Ca sens inh | Keap1-Nrf2 PPI | HTR5A ag | HTR5A inv ctr
> O=C(CCc1nc2ccccc2c(=O)[nH]1)Nc1cccc(S(=O)(=O)N2CCOCC2)c1
    2.3 | 6 | -2 | 5 | -1.1 | 8 | 3 | -5 | -3 | 9
> O=C(Nc1ccnn1C1CCN(Cc2ccccc2F)CC1)C1CCCC1
    0.9 | -1 | -3 | -2 | -2.1 | 7 | 3 | 8 | 6 | 9
> C=CCN1c2ccccc2[C@]23C[C@@H](C(=O)OC)N(C(=O)c4ccco4)C2=NC(C(=O)OC)=C(C(=O)OC)[C@H]13
    -1.6 | -2 | 0 | 1 | -2.6 | 15 | -6 | 5 | 0 | -10

(further entries)
SMILES	C-LANA FP	CAL-PDZ inh HTS	cardiac RTF act	V-ATPase pHluor	MOR-DOR ag	OPRM1-OPRD1 inv	RTF Ca sens inh	Keap1-Nrf2 PPI	HTR5A ag	HTR5A inv ctr
Cc1cnc(CN(C)C(=O)c2cc(COc3c(F)cccc3F)on2)[nH]1	-0.9	0	1	2	-3.4	16	2	-2	-1	-6
CCn1c(SCC(=O)NC(C)c2ccccc2)nc2ccccc21 (stereo unspecified)	-2.4	nt	-1	0	-3.9	21	1	-2	5	-18
CCn1c(SCC(=O)N(C)c2ccccc2)nc2c([nH]c3ccccc32)c1=O	1.3	1	4	-1	-1.7	9	-4	-4	3	1
CN(C)CCCn1c(SCc2c(Cl)cccc2Cl)nnc1-c1ccncc1	1.2	-1	0	4	-2.7	13	-3	0	0	2
Cc1nc2ccccc2c2oc(C(=O)N3CCC(C)CC3)cc12	-0.4	-4	-2	-2	-1.8	9	-5	-5	-3	-3
CCCOC(=O)C1C2C=CC3(CN(c4ccc(Cl)c(F)c4)C(=O)C13)O2 (stereo unspecified)	-0.7	-3	1	0	-2.2	11	6	-7	0	1
CN(C)S(=O)(=O)c1cccc(NC(=O)COC(=O)c2cc3ccccc3oc2=O)c1	0.1	0	-2	0	-1.7	9	-18	-8	6	-2
COc1ccc(NC(=O)CSc2nc(N)cc(=O)[nH]2)cc1S(=O)(=O)N1CCCCC1	1.3	11	3	-1	2.1	-14	-7	-6	8	-10
O=C(CN1CCC(n2nnc3cc(F)ccc32)CC1)Nc1ccccc1N1CCOCC1	-0.7	-3	-2	-4	-1.6	9	0	3	1	-13
COC(=O)C1CCN(C(c2cccs2)c2sc3nc(C)nn3c2O)CC1 (stereo unspecified)	0.1	-3	8	2	-0.1	0	-2	-7	-2	10
Cc1nn(C(C)C(=O)NC2CC2)c(=O)c2nn(-c3ccccc3)c(C)c12 (stereo unspecified)	-0.8	4	-4	3	-2.0	10	-8	-2	0	-2
C=CCc1c(OC)ccc2ccc(=O)oc12	-0.6	-5	-5	-1	-2.9	15	-4	1	-1	4
COc1ccc(-c2nc3n(c(=O)c2C#N)CCS3)cc1	2.4	0	-5	4	-1.9	9	-4	1	-4	11
CCO[C@H]1OC(C(=O)N2CCOCC2)=C[C@@H](c2ccccc2)[C@@H]1CCCO	2.5	-3	-1	0	-2.7	16	-2	1	1	-16
COc1ccc(/C=N/NC(=O)CSc2n[nH]c(=O)[nH]c2=O)cc1	-0.3	0	-1	-1	-1.0	5	-5	-6	2	-4
COc1cc(NC(=O)CCCOc2ccc(Cl)cc2Cl)c(C(=O)O)cc1OC	-0.8	0	-2	-2	-2.0	10	-4	-4	-4	-7
CC(=O)/C=C/c1ccccc1O	1.0	-5	3	0	-1.3	8	-8	4	1	-1
CCCCOCCCNC1=NCCCCC1	2.4	-7	7	7	-2.0	11	-8	-4	-5	-22
C=C(C)Cn1c(C)cc(C)c(S(=O)(=O)c2cccc(C)c2)c1=O	1.8	2	3	-1	5.9	-43	7	-8	-4	9
CC(=O)N1CCN(S(=O)(=O)c2ccc3c(c2)OCCO3)CC1	15	1	-6	2	-5.3	20	-2	4	0	1
Clc1ccc(-c2ncc3ccccn23)c(Cl)c1	-0.5	-1	-2	-3	1.7	-9	-5	0	-3	9
CN(CCN1CCc2ccccc2C1)Cc1nc(-c2ccc3c(c2)OCO3)no1	-1.3	-8	-1	-4	0.3	-1	-11	-2	-1	2
COc1ccc(CNC(=O)CN(C)S(=O)(=O)c2ccc3c(c2)n(C)c(=O)c(=O)n3C)cc1	-0.4	-2	1	1	-0.9	5	2	-2	1	-1
O=C(CC(c1ccccc1)c1cc(Br)ccc1O)NCCN1CCOCC1 (stereo unspecified)	-0.1	-2	0	4	-2.0	12	2	-1	1	-17
COc1ccccc1NC(=O)c1cc(Cl)nnc1Cl	11	-7	3	-2	0.1	-1	-8	-2	2	-6

Given as comma-separated lines: three of the compounds above.
SMILES,C-LANA FP,CAL-PDZ inh HTS,cardiac RTF act,V-ATPase pHluor,MOR-DOR ag,OPRM1-OPRD1 inv,RTF Ca sens inh,Keap1-Nrf2 PPI,HTR5A ag,HTR5A inv ctr
C=CCN1c2ccccc2[C@]23C[C@@H](C(=O)OC)N(C(=O)c4ccco4)C2=NC(C(=O)OC)=C(C(=O)OC)[C@H]13,-1.6,-2,0,1,-2.6,15,-6,5,0,-10
CCO[C@H]1OC(C(=O)N2CCOCC2)=C[C@@H](c2ccccc2)[C@@H]1CCCO,2.5,-3,-1,0,-2.7,16,-2,1,1,-16
CCOCCn1c(CCCO)nc2ccccc21,0.2,-4,8,-4,-1.7,10,-6,3,1,-17

Next part:
SMILES	C-LANA FP	CAL-PDZ inh HTS	cardiac RTF act	V-ATPase pHluor	MOR-DOR ag	OPRM1-OPRD1 inv	RTF Ca sens inh	Keap1-Nrf2 PPI	HTR5A ag	HTR5A inv ctr
CS(=O)(=O)Nc1ccccc1C(=O)Nc1ccccc1C(=O)N1CCCC1	-0.4	-5	-5	0	-0.7	4	2	-1	9	-8
S=c1nc[nH]c2c1sc1nc(-c3ccccc3)c3c(c12)CCCC3	-0.4	-1	-5	-1	9.1	-46	1	2	9	-24
Cc1ccc(CCNCc2c(C(=O)O)c(C)n(-c3ccccc3)c2C)cc1	-0.3	3	3	5	-2.3	11	0	2	6	-22
Cc1cc(CNC(=O)C2CCC(=O)N(CCc3cccc(F)c3)C2)on1 (stereo unspecified)	1.2	-3	6	-2	1.2	-6	-7	-8	1	-1
COc1ccc(CN2CCc3cc(OC)c(OC)cc3C2)cc1O	3.6	0	0	2	-2.5	14	0	1	-4	-45
CCCc1cc(C(=O)N/N=C/c2cccn2C)cs1	-0.9	1	1	6	-0.7	4	-1	4	2	-6
Cc1cccc(CCNS(=O)(=O)c2ccc3c(c2)oc(=O)n3C)c1	0.2	-2	-1	2	-0.9	4	1	-11	-1	2
Cc1ccccc1N1C(=O)C2ON(c3ccccc3)C(c3ccco3)C2C1=O (stereo unspecified)	1.3	-10	0	-1	-0.5	3	-2	-5	1	10
COc1ccc(NC(=S)Nc2ccc3nccnc3c2)cc1	0.5	1	5	1	5.1	-27	10	0	0	-2
Nc1ccccc1N=c1ssnc1Cl	0.5	nt	8	-1	0.7	-3	2	-2	-1	2

Sorted by length of the SMILES (lowest first): part of the list above.
SMILES	C-LANA FP	CAL-PDZ inh HTS	cardiac RTF act	V-ATPase pHluor	MOR-DOR ag	OPRM1-OPRD1 inv	RTF Ca sens inh	Keap1-Nrf2 PPI	HTR5A ag	HTR5A inv ctr
CN(C)CC(=O)c1ccc(-c2ccccc2)cc1	1.1	-1	-7	-4	-6.1	34*	-13	-5	-1	0
CCCc1cc(C(=O)N/N=C/c2cccn2C)cs1	-0.9	1	1	6	-0.7	4	-1	4	2	-6
CCCC(=O)Nc1ccc(C(=O)NN=C(C2CC2)C2CC2)cc1	-0.7	5	-1	-1	-2.2	12	-14	-5	5	23
